# Screens as filed in PubChem BioAssay.
# hcDAF-12 act: activators of H. contortus DAF-12 nuclear receptor; HEK293 hcDAF-12 lit1-tk-luc reporter, luminescence; 0% DMSO, 100% Δ7-dafachronic acid; activation, % at 6.8 µM; actives 1.4% (n = 370,000); AID 652067;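 active = activation above the mean of all tested compounds plus 3 SD, cut at about 5.5% in these data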;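 also: 100% = response to 3 µM Δ7-dafachronic acid high control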
# GAA850 FXN act: activators of GAA850 frataxin (FXN) promoter; activation, % at 6 µM; actives 0.56% (n = 360,000); HEK293 lucGAA850 FXN promoter luciferase reporter, 24 h; percent of 10 µM SAHA response;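 active = activation above the average of all compounds screened plus 3 SD, cutoff fixed separately per campaign, cut at about 7.5% in these data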;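 also: 0% = DMSO wells and 100% = 10 µM SAHA wells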
# HGIII-sPLA2 inh: Inhibits HGIII-sPLA2 liposome hydrolysis, primary screen | QFRET BODIPY PC-A2 liposome hydrolysis, fluorescence | inhibition, % at 12.2 µM | actives 0.56% (n = 370,000) | AID 743126;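 active = inhibition above mean plus 3 SD of compounds lying within the high and low control bounds, cut at about 19% in these data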;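 also: 0% = median of test compound wells and 100% = no enzyme DMSO wells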
# DAX1 inh-1: inhibitors of DAX1 repression of SF-1 activated StAR promoter | HEK293T StAR-luciferase reporter, SF-1/DAX-1 repression relief | inhibition, % at 6.8 µM | actives 1.1% (n = 370,000) | AID 652010;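 active = inhibition above the mean over all tested compounds plus 3 SD, cut at about 3.6% in these data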;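 also: 0% = DAX-1 cells with DMSO and 100% = cells lacking DAX-1 with DMSO; higher inhibition means more luminescence from relief of DAX-1 repression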
# hgDAF-12 ag: hgDAF-12 agonism, primary luciferase screen; HEK293 GAL4-hgDAF12 UAS-luciferase reporter, agonist luminescence; normalized to butyrate control; activation, % at 6.8 µM; actives 1.8% (n = 370,000); AID 687014;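 active = activation above a cutoff set at the mean of all screened compounds plus 3 SD, cut at about 10% in these data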;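 also: 0% = DMSO wells and 100% = sodium butyrate wells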
# SMARCA2 activ: activators of SMARCA2 function | MG213 cells, MMTV-luciferase reporter, dexamethasone, overnight | activation, % at 9.1 µM | actives 1% (n = 370,000); in the data active = activation above about 7.8%;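 also: 0% = vehicle wells and 100% = reference activator wells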
# ADAM10 inh: inhibits human ADAM10. recombinant ADAM10, EDANS/DABCYL FRET peptide cleavage, 3 h. actives 0.62% (n = 370,000). inhibition, % at 7 µM. AID 720582. O14672;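 active = inhibition above a per-campaign cutoff equal to the mean of compounds falling between control-based bounds plus 3 SD, cut at about 20% in these data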;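 also: 0% = DMSO wells while the 100% control is not disclosed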
# DAX1 inh-2: NR0B1 (DAX1) inhibition; P51843; HEK293 Gal4-DAX1 luciferase reporter, luminescence; inhibition, % at 6.75 µM; actives 0.99% (n = 340,000); AID 504766;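 active = inhibition above the mean over all tested compounds plus 3 SD, cut at about 4.2% in these data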;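 also: 0% = DAX1-transfected cells with DMSO and 100% = empty-vector control cells with DMSO; inhibition shows as a rise in luminescence from relieved DAX1 repression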
# ssDAF-12 act: activates DAF-12 receptor from parasite S. stercoralis | HEK293 ssDAF-12/GRIP1 lit1-tk-luc reporter, luminescence; % of 3 µM dafachronic acid response | activation, % at 6.8 µM | AID 652126 | actives 1% (n = 370,000);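 active = activation above the mean over all tested compounds plus 3 SD, cut at about 0.9% in these data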;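 also: 0% = DMSO-only wells and 100% = 3 µM delta7-dafachronic acid wells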
# GC-A act: GC-A (human) enzyme activation; P16066; HEK293 GC-A cells, cGMP TR-FRET, EC30 ANP; 0% at EC30 ANP, 100% saturating ANP; activation, % at 10 µM; actives 0.14% (n = 370,000); in the data active = activation above about 40%
# NPR2 activator: GC-B (human) receptor activation | P20594 | AID 1920062 | HEK293-GC-B cells, CNP EC30, cGMP TR-FRET; 0% at EC30 CNP, 100% saturating CNP | actives 0.11% (n = 370,000) | activation, % at 10 µM;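 active = activation at 10 µM reaching about 35% in either raw or pattern-adjusted values, limit read from the data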
# Target sequence (P20594 whole entry, looked up): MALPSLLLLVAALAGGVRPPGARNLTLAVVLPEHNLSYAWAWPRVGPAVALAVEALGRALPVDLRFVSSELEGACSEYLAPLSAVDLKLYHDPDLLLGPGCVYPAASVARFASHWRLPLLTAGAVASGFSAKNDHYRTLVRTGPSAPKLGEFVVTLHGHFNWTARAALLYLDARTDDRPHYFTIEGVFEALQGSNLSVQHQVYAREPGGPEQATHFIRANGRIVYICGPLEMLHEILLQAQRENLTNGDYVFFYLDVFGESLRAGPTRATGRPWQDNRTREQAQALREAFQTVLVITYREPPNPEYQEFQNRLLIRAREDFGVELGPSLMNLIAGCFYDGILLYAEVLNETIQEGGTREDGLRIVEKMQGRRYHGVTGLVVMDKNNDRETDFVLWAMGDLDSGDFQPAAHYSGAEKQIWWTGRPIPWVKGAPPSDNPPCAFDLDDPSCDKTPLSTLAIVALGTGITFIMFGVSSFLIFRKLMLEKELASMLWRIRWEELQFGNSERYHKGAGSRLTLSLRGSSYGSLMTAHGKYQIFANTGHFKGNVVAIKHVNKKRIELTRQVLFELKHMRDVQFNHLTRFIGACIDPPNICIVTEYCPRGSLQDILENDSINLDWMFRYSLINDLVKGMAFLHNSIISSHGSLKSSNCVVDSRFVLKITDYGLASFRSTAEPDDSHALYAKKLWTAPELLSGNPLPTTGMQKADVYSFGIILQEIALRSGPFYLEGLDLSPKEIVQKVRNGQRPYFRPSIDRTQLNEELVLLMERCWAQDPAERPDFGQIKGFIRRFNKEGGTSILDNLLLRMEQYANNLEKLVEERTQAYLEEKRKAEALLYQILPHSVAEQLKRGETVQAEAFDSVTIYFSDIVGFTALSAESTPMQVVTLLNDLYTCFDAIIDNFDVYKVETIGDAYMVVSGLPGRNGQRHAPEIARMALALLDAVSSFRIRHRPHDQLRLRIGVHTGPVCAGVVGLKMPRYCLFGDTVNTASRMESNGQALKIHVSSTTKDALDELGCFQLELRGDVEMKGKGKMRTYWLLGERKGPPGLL
# * marks the source's active call; other numbers are inactive results; . = not tested or not shown.
structure	hcDAF-12 act	GAA850 FXN act	HGIII-sPLA2 inh	DAX1 inh-1	hgDAF-12 ag	SMARCA2 activ	ADAM10 inh	DAX1 inh-2	ssDAF-12 act	GC-A act	NPR2 activator
O=C(NCCOC(=O)c1ccc(S(=O)(=O)N2CCOCC2)cc1)c1cccnc1	0.8	-2.8	-2	-0.2	1.4	1	5	2.3	-1.1	-2	0
CCCN(CC(=O)Nc1ccccc1C)C(=O)c1cc(C)oc1C	-0.7	-0.2	8	-0.4	-1.3	6	-8	0.0	-1.3	0	-2
NC(CC(=O)NC(c1ccccc1)(c1ccccc1)c1ccccc1)C(=O)O (configuration not stated)	3.5	2.8	5	0.0	-1.6	-1	3	-0.3	-1.3	3	5
Cc1cn(CC(=O)NCc2nc3ccccc3[nH]2)c(=O)[nH]c1=O	-1.1	.	9	-0.1	3.3	-1	-9	.	-0.5	3	-2
Cc1cc(-c2nn(-c3ccccc3)cc2/C=C2\SC(N)=NC2=O)ccc1OC(C)C	-0.6	-2.5	-2	0.2	2.1	3	1	2.4	-1.8	3	1
CCCCN(C)S(=O)(=O)c1ccc(C(=O)N=c2sc3cc(NC(C)=O)ccc3n2C)cc1	-0.4	0.8	15	0.1	1.1	-2	-11	-0.6	-0.2	7	-1
CCOc1ccc(C(CC(=O)O)NC(=O)COc2ccccc2OC)cc1OC (configuration not stated)	-1.2	-0.8	11	-0.2	-2.0	2	8	-0.7	-0.6	-1	10
CCOc1ccc(NC(=O)C2CCCN(S(=O)(=O)c3ccc4[nH]c(=O)ccc4c3)C2)cc1 (configuration not stated)	2.3	0.1	8	0.6	-1.8	2	8	0.3	-0.3	3	-4
CNC(=O)c1sc(-c2cccnc2)nc1C	0.4	1.5	-1	-0.3	2.6	0	-6	0.2	-0.9	-2	1
CCOC(=O)C1CCCN(c2nc3ccccc3nc2NS(=O)(=O)c2ccc(C)cc2)C1 (configuration not stated)	-0.5	2.5	-32	0.8	-1.2	-1	-39	0.8	-1.4	0	-2
CCOC(=O)Cc1csc(NC(=O)CCS(=O)(=O)Cc2ccccc2)n1	-0.2	1.0	-8	-0.1	-1.7	0	3	-1.3	-1.4	-4	4
Cc1cccc(C(=O)N[C@@H]2CC[C@@]34CCCN3C(=O)CCC[C@H]4[C@H]2C)c1	-1.4	.	14	.	2.9	.	-1	.	-1.7	-2	-4

# Shown with two lines to a compound: part of the list above.
# Below each SMILES – hcDAF-12 act, GAA850 FXN act, HGIII-sPLA2 inh, DAX1 inh-1, hgDAF-12 ag, SMARCA2 activ, ADAM10 inh, DAX1 inh-2, ssDAF-12 act, GC-A act, NPR2 activator
- O=C(NCCOC(=O)c1ccc(S(=O)(=O)N2CCOCC2)cc1)c1cccnc1
 : 0.8, -2.8, -2, -0.2, 1.4, 1, 5, 2.3, -1.1, -2, 0
- CCCN(CC(=O)Nc1ccccc1C)C(=O)c1cc(C)oc1C
 : -0.7, -0.2, 8, -0.4, -1.3, 6, -8, 0.0, -1.3, 0, -2
- NC(CC(=O)NC(c1ccccc1)(c1ccccc1)c1ccccc1)C(=O)O (configuration not stated)
 : 3.5, 2.8, 5, 0.0, -1.6, -1, 3, -0.3, -1.3, 3, 5
- Cc1cn(CC(=O)NCc2nc3ccccc3[nH]2)c(=O)[nH]c1=O
 : -1.1, ., 9, -0.1, 3.3, -1, -9, ., -0.5, 3, -2
- Cc1cc(-c2nn(-c3ccccc3)cc2/C=C2\SC(N)=NC2=O)ccc1OC(C)C
 : -0.6, -2.5, -2, 0.2, 2.1, 3, 1, 2.4, -1.8, 3, 1
- CCCCN(C)S(=O)(=O)c1ccc(C(=O)N=c2sc3cc(NC(C)=O)ccc3n2C)cc1
 : -0.4, 0.8, 15, 0.1, 1.1, -2, -11, -0.6, -0.2, 7, -1
- CCOc1ccc(C(CC(=O)O)NC(=O)COc2ccccc2OC)cc1OC (configuration not stated)
 : -1.2, -0.8, 11, -0.2, -2.0, 2, 8, -0.7, -0.6, -1, 10
- CCOc1ccc(NC(=O)C2CCCN(S(=O)(=O)c3ccc4[nH]c(=O)ccc4c3)C2)cc1 (configuration not stated)
 : 2.3, 0.1, 8, 0.6, -1.8, 2, 8, 0.3, -0.3, 3, -4
- CNC(=O)c1sc(-c2cccnc2)nc1C
 : 0.4, 1.5, -1, -0.3, 2.6, 0, -6, 0.2, -0.9, -2, 1
- CCOC(=O)C1CCCN(c2nc3ccccc3nc2NS(=O)(=O)c2ccc(C)cc2)C1 (configuration not stated)
 : -0.5, 2.5, -32, 0.8, -1.2, -1, -39, 0.8, -1.4, 0, -2
- CCOC(=O)Cc1csc(NC(=O)CCS(=O)(=O)Cc2ccccc2)n1
 : -0.2, 1.0, -8, -0.1, -1.7, 0, 3, -1.3, -1.4, -4, 4

# Next section
structure	hcDAF-12 act	GAA850 FXN act	HGIII-sPLA2 inh	DAX1 inh-1	hgDAF-12 ag	SMARCA2 activ	ADAM10 inh	DAX1 inh-2	ssDAF-12 act	GC-A act	NPR2 activator
CC(C)C[C@@H](CN1CCC[C@@H]1CN1C(=O)C(=O)NC[C@@H]1Cc1ccccc1)N1C[C@H](Cc2ccc(O)cc2)N(CCc2ccccc2)C(=O)C1=O	2.2	-2.1	-16	0.7	1.4	-1	-6	-0.6	-0.5	3	3
NC(=S)N/N=C/c1c(O)c(Br)cc2oc3c(c12)CCCC3	-2.1	-2.6	33*	-0.9	-4.2	-3	1	-1.1	-1.2	-33	-9
CCCN(CC(=O)Nc1ccccc1C)C(=O)c1cnc(C)cn1	-2.3	-2.2	3	0.6	-0.7	0	1	2.3	-1.3	3	5
O=C(Nc1nc(-c2ccccc2)cs1)Nc1ccc(F)cc1F	-1.6	1.2	-10	-2.4	4.7	-1	6	4.7*	-2.0	5	4
COc1ccc(C2NC(=O)NC(O)(C(F)(F)F)C2C(=O)c2ccc(C)cc2)cc1 (configuration not stated)	-0.7	2.1	-6	-0.6	-0.3	0	4	0.6	-1.4	-25	-13
CCN(CC)P(=O)(Nc1ccc([N+](=O)[O-])cc1)c1c(C)nn(CCC#N)c1NC(=O)c1ccc(Cl)cc1Cl (configuration not stated)	-0.5	-1.2	-27	-0.4	-1.4	-3	4	-0.6	-1.2	0	-2
COc1ccccc1-c1nnc(SCC(=O)Nc2ccc(S(N)(=O)=O)cc2)n1C	-1.7	0.1	-4	-0.5	-0.7	3	-9	1.1	-1.8	4	-3
Cc1ccc(NC(=O)N/C=C/c2ccco2)c(C)c1	0.6	0.1	-2	0.1	0.6	1	-8	1.0	-1.5	1	3
CCn1c(CNC(=O)c2ccco2)nnc1SCCOc1ccccc1	-0.9	-1.3	4	0.3	-0.9	-2	6	-2.1	-1.1	0	1
CCN(c1ccccc1)S(=O)(=O)c1ccc(N2CCN(c3ccc(OC)cc3)CC2)nc1	1.0	1.9	-10	-0.2	-0.6	0	4	0.7	-1.1	-1	1
O=C(Nc1ccc(Br)cc1)c1ccc(N2C(=O)C3CCCCC3C2=O)cc1 (configuration not stated)	-1.1	-0.6	-2	-1.3	-1.8	-2	-2	0.6	-1.2	5	4
COc1ccc2oc(C(=O)NC(C)c3ccccn3)c(C)c2c1 (configuration not stated)	3.0	3.2	-1	0.1	5.9	-1	-146	-0.7	-0.5	-3	-8
O=C(NCC1OCCCN1S(=O)(=O)c1cc(F)ccc1F)C(=O)NC1CCCCCC1 (configuration not stated)	-0.1	1.3	-2	-0.1	0.3	0	5	1.1	-0.5	4	3
COc1cccc(-n2c(COc3ccc(C)cc3)nnc2SCC(N)=O)c1	-1.1	1.1	-3	0.4	-0.3	5	-8	-0.6	-1.1	-12	-3
CCC(CC)c1nnc(NC(=O)c2c(-c3ccccc3)noc2C)s1	-1.1	-1.7	-13	-0.9	-1.3	-1	1	1.5	-1.8	-3	-10
COc1ccc(CN(C(=O)c2ccco2)c2ccc(C)c(C)c2)cc1	-1.7	1.2	0	-0.1	0.4	-3	-4	-0.6	-0.8	0	0
O=S(=O)(NCC1CCC(NS(=O)(=O)c2c(F)cccc2F)CC1)c1ccc2c(c1)OCCO2 (configuration not stated)	-0.9	-0.3	-19	-0.4	-1.4	-1	0	0.2	-1.6	-1	-2
CC1(C)CC(NCCN2CCN(C3=CC(=C(C#N)C#N)CC(C)(C)C3)CC2)=CC(=C(C#N)C#N)C1	-0.4	-1.4	-2	-0.4	0.0	1	-1	1.5	-0.9	-10	-11
CC(=O)c1ccc(N2CCN(S(=O)(=O)c3cccc4nsnc34)CC2)cc1	1.1	2.4	10	0.1	2.1	-4	5	-0.2	-1.3	-38	-16
O=C(COC(=O)CCC(=O)c1ccc(F)cc1)Nc1ccc(N2CCOCC2)cc1	-0.8	-0.5	0	-0.1	0.4	-1	3	0.6	-0.8	10	-8
NC(=O)Cn1c(O)c(N=NC(=O)CNC(=O)/C=C/c2ccccc2)c2ccccc21	-1.5	0.4	8	0.2	-0.2	1	2	3.3	-1.0	-2	-1
O=C(CN1CCCC1)N1c2ccccc2Sc2ccc(Cl)cc21	0.3	2.7	-15	0.2	-2.2	1	4	1.1	-0.8	-46	-28
Cn1nccc1NC(=O)CC1(CC(=O)O)CCCCC1	1.8	0.2	2	-0.6	-1.8	-1	0	.	-0.1	1	0
CCCNC(=O)C1(C)CCCN(Cc2c3ccccc3nn2C)C1 (configuration not stated)	-1.5	0.2	2	-0.8	-2.5	-4	3	.	-0.7	-1	-6
